BRCA1 expr act: increases BRCA1 expression | MCF7-BRCA1-FFLuc reporter, luminescence, 48 h; response scale: scaled: vehicle 0%, 10 µM genistein 100% | Potency, µM (titrated, usually from 46.1 µM), for inactives: at the top dose activation, actives largely listed as activators | 1.1% of 380,000 active | AID 624202; note: potency is the fitted concentration of half-maximal effect; nearly all actives have a fitted effect of over 80% in size; some results filed as inactive show a strong effect at the top dose
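Reporter cells (MCF7, BRCA1 promoter-firefly luciferase) received library compounds across a concentration series for 48 h. End-point luminescence was measured and concentration-effect curves derived after normalization.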
B2AR arrestin: recruits beta-arrestin to the human beta2-adrenergic receptor; beta-arrestin recruitment to beta2AR, cell-based reporter; Potency, µM (highest dose often 46.1 µM), for the others: top-dose activation, actives largely listed as activators; 0.02% of 330,000 active; P07550; AID 492947;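 note: potency is the fitted concentration of half-maximal effect; 0% = DMSO controls and full agonism = EC100 isoproterenol or metaproterenol; nearly all actives have a fitted effect of over 65% in size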
ELG1 repair inh: ELG1-dependent DNA repair inhibition; 2.3% of 330,000 active; HEK293T ELG1-luciferase reporter, luminescence, 16 h; DNA damage induced by 5-fluorouridine; AID 504467; Potency, µM (titrated, usually from 46.1 µM), inactives show at the top dose activity change, negative = inhibition, usual class: inhibitors; note: potency is the fitted concentration of half-maximal effect; % is set by controls: 0 for no effect and ±100 for the full control effect; nearly all actives have a fitted effect of over 55% in size
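Cells (2,000 per well) received 5-fluorouridine plus test compound or DMSO and were incubated 16 hr at 37 °C, 5% CO2. Luciferase activity was read by luminescence 30 min after ONE-Glo addition; signal suppression marked inhibition of damage-induced ELG1 function.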
A-T KAP1 phos: candidate therapy for ataxia-telangiectasia | […] A-T fibroblasts, KAP-1 phosphorylation AlphaLISA; neocarzinostatin DNA damage 30 min before lysis | Potency, µM (doses to about 57.5 µM), without a hit: top-dose activation, actives largely listed as activators | 0.19% of 320,000 active | AID 485349; note: potency is the fitted concentration of half-maximal effect; % of control where 0% means no effect; nearly all actives have a fitted effect of over 45% in size
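hTERT-immortalized A-T patient fibroblasts ([…]), 500 cells/well in OPTI-MEM, 1% FBS, got compounds for 60 min, then NCS for 30 min at 37C. Lysates were then assayed for phospho-KAP-1 by AlphaLISA (anti-pKAP1 donor, anti-KAP1 acceptor beads), 6 hr at 25C.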
a7 integrin act: integrin-mediated muscular dystrophy alleviation activation; Potency, µM (top dose mostly 38.3 µM), for the others: at the top dose activation, hits mostly activators; AID 624291; 0.064% of 350,000 active; alpha7betagal myoblasts, beta-gal FDG fluorescence, 48 h;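 note: potency is the fitted concentration of half-maximal effect; 100% = response of the positive control SU9516; nearly all actives have a fitted effect of over 60% in size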
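alpha7betagal+/- myoblasts (passage 13, 250/well) treated 48 h at 37C with compounds at 1:260 dilution of DMSO stock. Lysed, then beta-galactosidase activity read as FDG fluorescence (ex 480/em 540) after 30 min, with pre-read for autofluorescence.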
TCR act: activates T cell receptor signaling. AID 504894. primary human leukocytes, anti-CD3, IL-2 HTRF, 48 h. 330,000 tested, under 10 active. Potency, µM (doses to about 9.22 µM), inactives show at the top dose activation of IL-2 secretion, actives largely listed as activators; note: % of control where 0% means no effect
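Readout: HTRF IL-2, Eu-cryptate/d2 antibody pair, 320nm excitation, 665nm emission. Stimulus: a-CD3 beads, no co-stimulation. Cells: primary human leukocytes. Exposure: 48 hr with compound.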
TRPV1 agonist: human TRPV1 agonism | Q8NER1 | TRPV1-expressing cells, Fluo-8 calcium influx, agonist mode | activation, % at 8.33 µM | 0.19% of 320,000 active; in the data active = activation above about 80%; inconclusive = between about 30% and that limit; note: 0% is about no effect
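Fluo-8 calcium influx in TRPV1-expressing cells, kinetic read (ex 480/em 520 nm). Compound added and read 3 min for agonist activity, followed by capsaicin at EC20 final and 2 min further read for enhancement.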
TSG101-PTAP inh: blocks PTAP/TSG101 interaction to inhibit HIV-1 budding; Q99816; Fluorescence polarization, FITC-PTAP peptide / Tsg101 binding; Potency, µM (highest dose often 115 µM), inactives show top-dose activity change, negative = inhibition, actives largely listed as inhibitors; 340,000 tested, under 10 active; active = well fitted inhibition curve with a large enough effect in the main read-out, with a control signal flat, not every such curve was filed as active; inconclusive = small, poorly fitted or top-dose-only effect, or effect the other way, or a change in a side signal; inactive = no such curve, though single readings can be large or run the other way; note: potency is the fitted concentration of half-maximal effect; % of control where 0% means no effect
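Fluorescence anisotropy tracks displacement of a FITC-tagged PTAP peptide (50 nM) from the Tsg101 binding domain (10 uM), following a 20 min room-temperature incubation at pH 7.5.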
p53 reactivator: re-activators of mutant p53. Potency, µM (top dose mostly 92.2 µM), without a hit: top-dose activity change, positive = activation, most hits filed as activators. 0.063% of 320,000 active. H1299 p53-A138V BP100-luciferase reporter, luminescence, 24 h; note: potency is the fitted concentration of half-maximal effect; % of control where 0% means no effect; nearly all actives have a fitted effect of over 45% in size
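H1299 (p53-null), stable ts p53-A138V + BP100-Luc; 1000 cells/well, Opti-MEM/10% FBS; cpd 4 pt, 1:5; 24 h, 37 deg C, 5% CO2; detection reagent 10 min RT; luminescence.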
MLL CXXC-DNA inh: MLL CXXC-DNA interaction inhibition | Potency, µM (doses to about 115 µM), inactives show at the top dose activity change, negative = inhibition, usual class: inhibitors | MLL-CXXC / FITC-HOXA9 DNA fluorescence polarization | AID 2662 | 0.037% of 290,000 active; active = well fitted inhibition curve with a large enough effect in the polarisation, with a control signal flat, not every such curve was filed as active; inconclusive = small, poorly fitted or top-dose-only effect, or effect the other way, or a change in a side signal; inactive = no such curve, though single readings can be large or run the other way; the % refers to the polarisation; note: potency is the fitted concentration of half-maximal effect
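Fluorescence polarization: 7 uM MLL-CXXC (stock) preincubated 5 min with compounds, then 50 nM fluorescein-HOX-A9 DNA (stock) added; 30 min ambient. Buffer 50 mM Tris-HCl pH 7.5, 50 mM NaCl, 1 mM DTT, 0.05% BSA.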
* = called active by the depositor; ? = inconclusive; / = no result given; [ ] = another dose, or the depositor's remark. Unless noted, calls come from the whole dose curve; as a rule, active = well fitted curve in the direction sought with a large enough effect; inconclusive = small, poorly fitted or top-dose-only effect, or another doubt; inactive = no such curve, though single readings can be large; an effect the other way counts as inactive or inconclusive. Rows were taken by chance. About 3.8% of those tested had a hit in this group.

SMILES | BRCA1 expr act | B2AR arrestin | ELG1 repair inh | A-T KAP1 phos | a7 integrin act | TCR act | TRPV1 agonist | TSG101-PTAP inh | p53 reactivator | MLL CXXC-DNA inh
O=C(O)c1ccc(N2CCN(Cc3ccc4c(c3)OCO4)CC2)c([N+](=O)[O-])c1 | 31% | -0.8% | 9% | -10% | 7% | 4% | -3 | -6% | -5% | -5%
C/C(N)=C(/C#N)C(=O)CSc1ncnc2ccccc12 | -63% | 0.1% | 8% | 1% | -43% | / | 3 | ? | ? | 12%
CCC(C)NC(=O)CCCCCn1c(=O)[nH]c2cc(OC)c(OC)cc2c1=O (configuration not stated) | -1%[1.84 µM] | -0.7% | 8% | -4% | -6% | 0% | 0 | -7% | -11% | -2%
CCOc1cc(C(c2c(C)[nH][nH]c2=O)c2c(C)[nH][nH]c2=O)cc([N+](=O)[O-])c1O | -15% | -0.1% | 7% | 3% | -17% | -5% | 0 | 0% | 9% | -19%
COc1ccc(CCNC(=O)C(=O)NCC2CCCN2S(=O)(=O)c2ccccc2)cc1OC (configuration not stated) | -16% | 0.1% | ? | -6% | -10% | -1% | 9 | -1% | -7% | /
Cn1c(=O)c2c(nc(OCC3COC(C)(C)O3)n2Cc2ccccc2F)n(C)c1=O (configuration not stated) | -16% | -1.1% | -20% | 2% | 4% | 0% | 4 | -5% | -13% | 4%
C=CCN(C(=O)CCC(=O)Nc1cc(C)on1)C(C(=O)NC1CCCC1)c1ccc(CC)cc1 (configuration not stated) | -19% | -0.4% | -23% | 5% | 0% | 0% | 9 | 0% | 0% | 12%
Cc1nccc(-c2ccc(-n3cnc4ccccc43)cc2)n1 | 51% | -0.3% | 10µM* | -4% | -1% | 1% | 2 | -2% | -1% | 9%
CC(=O)c1cccc(NC(=O)C2CCN(C(=O)c3cccs3)CC2)c1 | -13% | 0.1% | 4% | 0% | 7% | 5% | 1 | 1% | 4% | 4%
COc1cc(OC)cc(-c2nc(-c3ccccc3)no2)c1 | ? | 0.1% | ? | 35% | -7% | 2% | 1 | -2% | ? | 1%
O=[N+]([O-])c1cc(S(=O)(=O)Nc2cccc(Cl)c2)ccc1N/N=C/c1ccc(N2CCOCC2)cc1 | -7% | -0.4% | -1% | 30% | ? | -2% | -10 | 0% | -3% | 1%
COc1ccc(N(CC(=O)NC(C)(C)C)C(=O)c2ccco2)cc1 | 1% | -1.0% | 5% | -4% | 21% | 0% | -2 | 1% | -18% | 12%
COc1ccccc1C(CNC(=O)C(CCSC)NC(=O)c1ccccc1Cl)N1CCCC1 (configuration not stated) | -13% | / | / | / | 20% | -6% | / | -5% | / | /
CSc1nc(Oc2ccc(=O)[nH]n2)nc(N(C)C)n1 | 0% | 0.1% | 8% | 6% | -1% | -3% | 4 | -4% | 0% | -10%
O=C(CNC(=O)N1CC(=O)Nc2ccccc21)NCc1ccccc1 | -1% | 0.1% | -5% | -5% | -15% | -4% | -2 | -5% | 7% | 28%
CCC(C(=O)NCCCN1CCCC1=O)n1c2ccccc2c2nc(=O)cc(C)n21 (configuration not stated) | -15% | 0.4% | ? | -6% | -31% | -5% | -2 | -3% | -1% | 22%
CC(C)CNC(=O)CCc1nc(-c2ccccc2)no1 | 34% | -0.4% | ? | 5% | 4% | -8% | 3 | -3% | 4% | 5%
Cc1ccc(S(=O)(=O)N2CCN(c3ncccn3)CC2)cc1C | -9% | / | / | / | 33% | 2% | / | -7% | / | /
CCC(=O)NC(=S)Nc1ccc(NC(=O)c2ccc([N+](=O)[O-])cc2Cl)cc1 | -1% | -0.1% | 5.8µM* | -1% | 12% | -2%[46.1 µM] | 3 | -4% | -7% | 22%
O=C(OCC(=O)N1CCOCC1)c1cc(=O)[nH]c2ccccc12 | -5% | 0.0% | ? | 4% | 7% | -3%[46.1 µM] | / | -2% | 17% | /
CC(C)c1ccc(NC2CCCN(C(=O)c3cccc(N4CCNC4=O)c3)C2)cc1 (configuration not stated) | -11% | -0.6% | ? | -5% | -13% | 3% | -14 | -8% | -3% | -10%
COc1ccc(CNC(=O)C2CCN(S(=O)(=O)c3ccc4c(c3)N(C(C)=O)CCO4)CC2)cc1 | 8% | -0.1% | -10% | -2% | -11% | 0% | 0 | 0% | -8% | -1%
COc1ccccc1/C=C/C(=O)OCC(=O)Nc1c(F)cccc1F | -16% | -0.3% | 14% | 3% | -28% | 0% | -5 | 1% | 1% | 14%
CCCC(=O)Nc1c2c(nn1-c1ccc(C)cc1C)CSC2 | -1% | -0.2% | 23% | 2% | 13% | 1% | -2 | -3% | 6% | -2%
O=C(NCCc1cccc(C(F)(F)F)c1)C1CCC(=O)N(Cc2ccc(Cl)cc2)C1 (configuration not stated) | -43% | 0.3% | -1% | -12% | -20% | 2% | 23 | -1% | -6% | 9%
COc1ccc(OC)c(/C=C/C(=O)OCC(=O)Nc2ccc(Cl)c(S(=O)(=O)N(C)C)c2)c1 | 0% | -0.4% | -20% | 33% | -19% | 0% | 0 | 4% | 0% | 9%
COc1ccc(NC(=S)N2CCC(N(C)CCN3CCOCC3)CC2)cc1 | -13% | -0.7% | 11% | 0% | -7% | -5% | -2 | -2% | -3% | 8%
CCCCN(CC)CCCNC(=O)c1cn(C)c2ccc(S(=O)(=O)N(C)C3CCCCC3)cc2c1=O | -62% | -0.1% | 5% | 3% | -22% | -2% | 2 | -4% | 3% | 12%
COc1ccc(-c2nc(CS(=O)CC(=O)NC(C)CCc3ccccc3)c(C)o2)cc1OC (configuration not stated) | -8% | -1.1% | 18µM* | -2% | -10% | -2% | 8 | -6% | -10% | -7%
CCc1nnc(SCC(=O)NC2CCCCC2)nc1CC | -10% | -0.4% | 1% | 6% | 2% | 0% | 19 | -5% | -8% | -3%

Results in B2AR arrestin and A-T KAP1 phos, for two of the compounds above:
| canonical_smiles | B2AR arrestin | A-T KAP1 phos |
| --- | --- | --- |
| CSc1nc(Oc2ccc(=O)[nH]n2)nc(N(C)C)n1 | 0.1% | 6% |
| O=C(CNC(=O)N1CC(=O)Nc2ccccc21)NCc1ccccc1 | 0.1% | -5% |

Looked up one by one from the entries so far, 3 records:
SMILES | BRCA1 expr act | B2AR arrestin | ELG1 repair inh | A-T KAP1 phos | a7 integrin act | TCR act | TRPV1 agonist | TSG101-PTAP inh | p53 reactivator | MLL CXXC-DNA inh
CCCC(=O)Nc1c2c(nn1-c1ccc(C)cc1C)CSC2 | -1% | -0.2% | 23% | 2% | 13% | 1% | -2 | -3% | 6% | -2%
O=C(NCCc1cccc(C(F)(F)F)c1)C1CCC(=O)N(Cc2ccc(Cl)cc2)C1 (configuration not stated) | -43% | 0.3% | -1% | -12% | -20% | 2% | 23 | -1% | -6% | 9%
CCc1nnc(SCC(=O)NC2CCCCC2)nc1CC | -10% | -0.4% | 1% | 6% | 2% | 0% | 19 | -5% | -8% | -3%

(further entries)
SMILES | BRCA1 expr act | B2AR arrestin | ELG1 repair inh | A-T KAP1 phos | a7 integrin act | TCR act | TRPV1 agonist | TSG101-PTAP inh | p53 reactivator | MLL CXXC-DNA inh
CCOC(=O)COc1ccc(C(=O)NC2CCCCC2)cc1 | 3% | -0.3% | 25% | / | 3% | 1% | 9 | 0% | -16% | -1%
O=C(CCC1CCCN(C(=O)CC2=CCCCC2)C1)N1CCN(c2ccccn2)CC1 (configuration not stated) | -3% | -0.4% | ? | -4% | -8% | -6% | 0 | -2% | 2% | 0%
O=C(C[C@H]1C[C@H](C(=O)N2CCCCC2)[C@@]2(CCc3ccccc3)c3[nH]c4ccc(Cl)cc4c3CCN2C1=O)NCCc1ccccn1 | 4% | -0.4% | ? | 6%[11.5 µM] | 0% | 0%[46.1 µM] | / | -2% | 1% | /
CC1CCc2c(sc(NC(=S)NC(=O)c3ccccc3)c2C#N)C1 (configuration not stated) | 11µM* | -0.3% | ? | -8% | 11% | 0% | 3 | -1% | 12% | 6%
